Source: PubChem BioAssay (several laboratories)
BH1578 lux ind: inducers of Vibrio cholerae quorum light production without autoinducers | activation, % at 18.7 µM | V. cholerae BH1578 lux reporter, luminescence, 6 h | hit rate 0.16% among 350,000 | AID 588436; in the data active means activation mostly above about 9.7%, no sharp cut-off; inconclusive means no clear call, values can overlap the other calls; inactive means mostly below about 3.7%; further: not every result past the cut was called active; inactives centre near 0; reference of the scale not given here
TcdB GH inh: inhibitors of Clostridioides difficile toxin B glycohydrolase; P18177; TcdB glycohydrolase enzymatic assay, plate reader; inhibition, % at 9.99 µM; hit rate 0.24% among 350,000; AID 652162; in the data active means inhibition above about 10%
SSB-PriA inh: inhibitors of Klebsiella pneumoniae PriA binding to SSB C-terminal tail | AlphaScreen SSBct-PriA binding, biotinylated peptide | inhibition, % at 33 µM | hit rate 0.6% among 430,000 | AID 1272365; in the data active means inhibition mostly above about 37%, no sharp cut-off; inactive means mostly below about 20%;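 further: plate controls were negative control peptide for no effect and reference peptide for full effect; strong numbers were not always called active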
BoNT-A LC inh2: blocks Botulinum neurotoxin A light chain protease | multiplex microsphere protease substrate cleavage, flow cytometry | inhibition, % at 10 µM | hit rate 0.17% among 360,000 | AID 588499; further: plate controls were buffer without enzyme for full effect and enzyme alone for no effect
3CLpro inhibitor: SARS-CoV 3CLpro protease inhibition. P0C6X7. recombinant SARS-CoV 3CLpro, quenched FRET peptide cleavage. inhibition, % at 6 µM. hit rate 0.14% among 290,000; in the data active means inhibition above about 12%
Yp Topo-I inh: blocks Yersinia pestis topoisomerase I activity | activity, % at 10 µM | Y. pestis Topo-I cleavage product accumulation, plate reader | hit rate 0.064% among 360,000 | AID 504884; in the data active means activity above about 50%, passing the limit was not always enough; inconclusive means no clear call, values can overlap the other calls; further: inactives centre near 2
PfHsp40 rescue: compounds rescuing yeast from Plasmodium falciparum HSP40 toxicity; S. cerevisiae expressing PfHsp40, growth rescue, ATP luminescence; growth rescue, % at 12.5 µM; hit rate 0.68% among 340,000; in the data active means growth rescue above about 28%, passing the limit was not always enough; inconclusive means no clear call, values can overlap the other calls;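 further: yeast W303a lacking pdr1 and pdr3 grown in galactose medium; growth measured after three days at 30 °C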
PrPC TRFRET: inhibitors of human cell surface prion protein PrPC; inhibition, % at 13.8 µM; hit rate 0.43% among 370,000; P04156; TR-FRET read-out; in the data active means inhibition above about 24%; further: 0% = median of the test wells and 100% = reference compound wells
Anthrax LF prot: blocks Bacillus anthracis lethal factor protease; multiplex microsphere protease cleavage assay, LF; P15917; hit rate 0.12% among 360,000; inhibition, % at 10 µM; further: plate controls were buffer without enzyme for full effect and enzyme alone for no effect
Target sequence (P15917 whole entry, looked up): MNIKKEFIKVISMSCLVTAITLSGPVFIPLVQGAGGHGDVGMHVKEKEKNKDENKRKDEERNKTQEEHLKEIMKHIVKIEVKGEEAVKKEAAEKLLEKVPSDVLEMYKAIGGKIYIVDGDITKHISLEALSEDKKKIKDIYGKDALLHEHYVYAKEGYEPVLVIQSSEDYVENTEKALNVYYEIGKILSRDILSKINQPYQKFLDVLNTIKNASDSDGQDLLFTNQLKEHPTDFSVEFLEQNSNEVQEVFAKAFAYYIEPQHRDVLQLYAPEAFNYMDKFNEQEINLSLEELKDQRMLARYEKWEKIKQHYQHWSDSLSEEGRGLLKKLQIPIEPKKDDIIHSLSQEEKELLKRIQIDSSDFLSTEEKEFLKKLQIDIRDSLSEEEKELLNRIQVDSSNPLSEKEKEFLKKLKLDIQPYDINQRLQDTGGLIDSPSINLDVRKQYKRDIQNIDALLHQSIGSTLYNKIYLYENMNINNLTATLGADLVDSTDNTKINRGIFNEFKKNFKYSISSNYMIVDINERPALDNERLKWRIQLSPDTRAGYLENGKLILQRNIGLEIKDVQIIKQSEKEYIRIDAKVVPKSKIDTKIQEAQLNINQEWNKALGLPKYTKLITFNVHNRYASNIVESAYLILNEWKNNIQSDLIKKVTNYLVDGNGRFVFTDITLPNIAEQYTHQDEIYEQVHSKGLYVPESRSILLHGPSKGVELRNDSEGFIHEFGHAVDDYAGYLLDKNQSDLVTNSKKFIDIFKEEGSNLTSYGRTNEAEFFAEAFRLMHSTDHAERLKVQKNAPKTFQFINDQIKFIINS
* marks the source's active call; other numbers are inactive results; i = inactive; u = inconclusive; x = no result given. Unless noted, no stated cut-off is given here; in the data, active means inhibition above about 30%; inconclusive means no clear call, values can overlap the other calls; inactive means below that. Only part of the results is shown; rates above refer to the full screens.

Values run as follows: 3CLpro inhibitor	BoNT-A LC inh2	TcdB GH inh	BH1578 lux ind	PfHsp40 rescue	Yp Topo-I inh	SSB-PriA inh	PrPC TRFRET	Anthrax LF prot
> O=C(Cn1cnc(S(=O)(=O)N2CCCCC2)c1)Nc1ccc(OC(F)(F)F)cc1
  9	13	2.3	-0.3	-0.2	-7	-10	2	6
> O=[N+]([O-])c1ccc(NN=C2CCCCC2)c([N+](=O)[O-])c1
  x	0.0	-0.4	0.8	0.5	1	7	-3	-8
> O=C(NCc1ccccc1Cl)C1CCCN1C(=O)NCc1ccccc1 (stereo not given)
  -2	-1.5	0.9	-0.7	-0.5	-1	-10	5	12
> CCOC(=O)Cc1cc(-c2ccc(O)cc2)nc2ccc3ccccc3c12
  -2	1.2	x	-7.1	-0.4	-1	-7	21	1
> O=C(Nc1nnc(-c2ccc(Cl)s2)o1)C1CC1
  1	-0.1	0.5	-0.2	-0.8	0	2	0	-2
> CCc1ccc(CCC(=O)Nc2nnc(CC)s2)o1
  3	-0.1	x	i	0.0	0	-23	5	-2
> CC(NC(=O)COC(=O)C12CC3CC(CC(O)(C3)C1)C2)c1ccccc1 (stereo not given)
  x	-1.7	-11	x	-1.0	-3	-13	1	-12
> CC1CCCCN1C(=O)CSc1nc(-c2ccccc2)cc(=O)[nH]1 (stereo not given)
  0	0.4	x	-0.2	-0.8	u	-3	3	2
> COC(=O)Nc1ccc2c(c1)OCO2
  0	-0.6	x	i	-1.5	-3	5	4	-16
> CCn1c(CSc2ncccn2)nnc1SCC(=O)N1CCCCC1
  5	-0.2	1.4	-0.3	1.0	-3	-4	6	-4
> O=C(CNc1ccc(Br)cc1)NC(=O)NC1CCCCC1
  x	-9.4	0.1	i	0.6	-4	14	1	-3
> COc1ccc(OC)c(C(c2nnnn2Cc2ccco2)N2CCN(C)CC2)c1 (stereo not given)
  0	0.3	-7.3	-0.1	-1.3	5	3	3	0
> CCOc1ccc(C(C)=O)cc1COc1cccnc1[N+](=O)[O-]
  0	-0.2	-1.4	-4.0	0.5	-4	-5	-1	1
> O=C(c1cn(Cc2ccccc2)nc1-c1cccnc1)N1CCN(Cc2ccccc2)CC1
  x	-0.2	-0.1	-3.7	-0.3	19	-11	7	-4
> Cc1nc(-c2ccccc2)sc1C(=O)/C=C/c1ccc(Cl)cc1
  3	-0.1	x	-2.8	1.3	13	-1	2	0
> CCCn1cc(C(=O)O)cn1
  4	-0.9	-0.7	-0.1	0.5	-9	5	5	-7
> Cc1ccc(C(=O)NCCNc2ncc(C(F)(F)F)cc2Cl)cc1[N+](=O)[O-]
  -4	0.1	-0.2	i	-0.7	2	-3	6	0
> Cc1cc([N+](=O)[O-])ccc1NC(=O)c1ccc(NC(=O)C(C)C)cc1
  0	-0.8	1.4	-0.2	-0.1	1	1	-5	-1
> Cc1nc(NCCc2ccc(S(N)(=O)=O)cc2)c2c(C)c(C)sc2n1
  -3	0.9	x	-1.3	-0.5	6	-6	22	1
> CC(C)CCn1c(=O)c2ccccc2n2c(CN3CCCC3)nnc12
  -2	-0.6	4.5	-0.3	0.2	10	-3	4	-2
> COc1ccc(C(=O)OCC(=O)NCc2ccc3c(c2)OCO3)cc1S(=O)(=O)N1CCOCC1
  x	-0.4	0.9	i	-0.6	4	-3	4	-7
> O=C(OCC(=O)N1CCCC1)c1ccccc1OCc1ccccc1
  -8	-0.3	x	x	2.1	10	-11	0	3
> COc1cc(OC)c(-n2cc(-c3ccc(OC)c(OC)c3)[nH]c2=S)cc1Cl
  5	1.9	-0.4	i	1.1	9	-3	5	-15
> Cc1ccc(-n2c(O)c(C=NC3CCCC3)c(=O)[nH]c2=O)c(C)c1
  -1	0.1	x	i	-1.1	3	-9	0	-1
> CCC(NC(=O)C1(C)CC1(Br)Br)c1ccc(C)cc1 (stereo not given)
  1	0.5	x	i	-0.3	-2	-18	-3	0
> CCCCn1c(SCC(=O)Nc2ccc(OC)cc2)nc2ccc(N3CCOCC3)cc2c1=O
  2	2.2	x	x	0.0	8	-6	6	4
> Cc1cc(C)n(-c2nnc(C)n2/N=C/c2ccccc2F)n1
  4	-0.4	x	-6.2	-0.2	0	x	9	-1
> CS(=O)(=O)c1ccc2nnn(OCC(=O)Nc3cccc(C#N)c3)c2c1
  1	0.5	1.4	i	1.3	-6	-16	-3	-10
> Cc1cccc(NC(=O)C2CCCN2S(=O)(=O)c2ccc(Cl)cc2)n1 (stereo not given)
  1	1.3	0.8	-0.3	-0.9	8	-7	0	1
> Cc1cc(C)n2nc(C)c(Br)c2n1
  -4	0.2	0.7	2.4	-1.7	0	-7	7	1
> Cc1ccc2c(c1)[C@@H]1CN(C)CC[C@@H]1N2C(=O)Nc1cccc(C(F)(F)F)c1
  2	-3.3	x	-1.4	-0.9	-17	-8	-10	-3
> Cc1ccc(CS(=O)(=O)CCC(=O)NCc2ccc3c(c2)OCO3)cc1
  1	0.6	x	i	0.1	9	-12	-6	1
> COc1cc(-c2nc3cccc(C)n3c2NCC2CCCO2)ccc1O (stereo not given)
  1	-0.8	x	-3.6	-0.1	3	-5	-1	3
> OCCCNc1ncnc2c1ncn2[C@H]1CN(Cc2ccc(Cl)cc2)C[C@@H](CO)O1
  x	1.7	2.0	i	x	-3	x	-3	1
> COc1ccc(C(CNC(=O)c2ccc(S(=O)(=O)N3CCOCC3)cc2)N2CCCCC2)cc1 (stereo not given)
  -5	0.2	x	-1.0	2.1	12	-4	-7	2
> Cc1cccc(Cn2c(N3CCN(CCO)CC3)nc3c2c(=O)[nH]c(=O)n3C)c1
  -2	x	-7.4	-0.1	0.4	-1	-1	-1	x
> O=C(c1cccc(Cl)c1)N1CCC(=O)N(C(CO)Cc2ccccc2)CC1 (stereo not given)
  x	-0.1	1.8	-1.4	-0.3	-12	-7	-3	4
> CC(/C=N/NC(=O)c1n[nH]c2c1CCC2)=C\c1ccccc1
  -5	1.2	x	0.1	0.4	7	x	3	-2
> COC(=O)c1cc(-c2cc(OC)ccc2OC)nc2c1c(=O)n(C)c(=O)n2Cc1ccccc1
  3	4.3	0.9	-0.4	-1.6	-2	-38	-6	-10
> Cc1ccc(OCc2nc(C#N)c(NCc3ccco3)o2)cc1
  6	-0.6	x	i	0.9	8	19	-2	0
> COc1cc(OC)cc(OC(=O)C2CCN(S(=O)(=O)c3ccc(OC)c(OC)c3)CC2)c1
  x	-0.1	-1.2	-1.4	-1.1	4	-1	6	1
> NC(=O)CCS(=O)(=O)c1ccc(Cl)cc1
  9	-2.3	-0.9	-0.3	-1.0	5	-7	1	3
> CCn1cc([N+](=O)[O-])c(C(=O)N2N=C(c3ccc4ccccc4c3)CC2c2cc(Br)ccc2O)n1 (stereo not given)
  0	0.2	x	-1.3	-1.1	12	17	x	-3
> COc1ccc2c(c1OC)C(=O)O[C@@H]2[C@H]1c2c(cc3c(c2OC)OCO3)CCN1C
  2	0.1	1.9	-0.6	-0.1	6	-6	4	-4
> O=C1CC(N2CCN(S(=O)(=O)c3cccc(C(F)(F)F)c3)CC2)C(=O)N1Cc1ccccc1 (stereo not given)
  3	-0.3	0.3	i	1.1	17	-8	2	-2

Profiles as entered above. Order of values: 3CLpro inhibitor, BoNT-A LC inh2, TcdB GH inh, BH1578 lux ind, PfHsp40 rescue, Yp Topo-I inh, SSB-PriA inh, PrPC TRFRET, Anthrax LF prot
`OCCCNc1ncnc2c1ncn2[C@H]1CN(Cc2ccc(Cl)cc2)C[C@@H](CO)O1` in the list: x, 1.7, 2.0, i, x, -3, x, -3, 1
`Cc1cccc(Cn2c(N3CCN(CCO)CC3)nc3c2c(=O)[nH]c(=O)n3C)c1` in the list: -2, x, -7.4, -0.1, 0.4, -1, -1, -1, x

Continuation:
Values run as follows: 3CLpro inhibitor	BoNT-A LC inh2	TcdB GH inh	BH1578 lux ind	PfHsp40 rescue	Yp Topo-I inh	SSB-PriA inh	PrPC TRFRET	Anthrax LF prot
> C#CCOCCOCCOCCNc1nc(N2CCN(C(=O)CCCCCCCCCCNC(=O)[C@H](CCCCN)n3cc(C)nn3)CC2)nc(N2CCN(C(=O)CCCCCCCCCCNC(=O)[C@@H]([C@H](C)O)n3cc(C)nn3)CC2)n1
  x	-0.1	x	i	21	-20	11	x	-6
> O=C(CCCn1c(SCC(=O)c2ccccc2)nc2ccccc2c1=O)NCC1CCCO1 (stereo not given)
  2	-2.0	x	3.8	0.3	35	-8	0	-2
> CCCN(CC#CC(O)(c1ccccc1)c1cccnc1)CCC (stereo not given)
  3	-0.6	-0.2	-0.5	u	4	1	-6	-1
> CC1S/C(=C(\C#N)C(=O)NCc2ccco2)N(c2ccc(F)cc2)C1=O (stereo not given)
  0	0.8	x	-1.1	0.0	0	4	-1	1
> O=C(Nc1nccs1)C1CCCN1S(=O)(=O)c1ccc(Cl)cc1 (stereo not given)
  2	-0.3	2.2	-0.5	-1.7	-2	-1	-2	-1
> COc1ccccc1-n1c(CNC(=O)c2ccco2)nnc1SCC(=O)Nc1nccs1
  -4	-0.3	2.3	-0.3	-1.9	21	0	5	-11
> CCOC(=O)N1CCC(N2Cc3cccc(C(=O)Nc4ccc(F)cc4)c3C2=O)CC1
  -6	-1.4	x	i	-0.8	0	1	-9	1
> NC(c1csc(Nc2cc(NCCCO)ncn2)n1)c1ccccc1Cl (stereo not given)
  x	-0.6	2.2	-0.7	x	-2	x	7	-4
> CC(OC(=O)Cn1ccccc1=O)C(=O)Nc1cc(Cl)cc(Cl)c1 (stereo not given)
  x	1.2	-0.2	-1.9	-1.4	9	-9	-5	0
> CCNC(=S)N1CCN(C(=O)c2ccco2)CC1
  -4	0.9	x	i	-0.2	-4	1	5	-4
> COc1ccccc1CNCC(=O)Nc1ccc(N2CCOCC2)cc1
  2	0.4	x	0.4	9.8	-6	14	-5	-3
> COC(=O)c1ccc(NC(=O)CCN2CCN(c3ccccc3)CC2)cc1
  -2	-2.1	x	-0.9	0.1	-6	-16	-6	3
> N#C/C(=C\c1ccco1)c1nc2ccccc2s1
  -3	1.4	x	i	3.1	-5	9	-16	-1
> CCCCS(=O)(=O)N1CCN(S(=O)(=O)c2ccc(Cl)s2)CC1
  -3	-3.1	0.1	i	-1.2	-1	-18	-3	0
> Cc1oc(-c2ccccc2)cc1C(=O)Nc1cccc(/C=C\C(=O)O)c1
  10	0.5	1.1	-0.2	-0.1	-3	-6	-1	1
> Cc1noc(C)c1S(=O)(=O)Nc1ccccc1N1CCOCC1
  -4	0.3	-0.3	-0.4	-0.7	3	-2	-5	7
> Fc1ccc(NC(=S)Nc2cc(-c3ccccc3)[nH]n2)cc1Cl
  6	0.5	-0.1	-0.3	3.4	-5	4	3	-5
> Cc1cccc(NC(=O)C23CCC(C)(/C(=N/O)C2)C3(C)C)c1 (stereo not given)
  -4	-0.7	x	-0.3	-0.4	3	x	1	0
> O=S(=O)(NC(CO)Cc1ccccc1)c1cc(Cl)ccc1F (stereo not given)
  x	-0.5	1.3	i	1.7	-2	-14	-6	7
> Cc1cc(C)cc(OCC(=O)N/N=C\c2cn(C)nc2C)c1
  4	-2.2	0.6	-0.5	-0.6	0	x	-3	-6
> COc1ccc(-c2noc(-c3ccc(C)cc3)n2)cc1
  -3	0.1	x	i	1.3	3	-15	4	0
> CCN(Cc1nc2cc(Cl)ccc2c(=O)[nH]1)C(=O)c1cc(C2CC2)nn1-c1ccccc1
  x	1.6	-12	0.0	0.3	29	-4	3	-3
> CCOC(=O)CSc1nnc(-c2cccnc2)o1
  -5	0.9	x	i	1.5	3	-12	2	-3
> Cc1cc2nn(-c3cccc4ccccc34)nc2cc1N
  3	1.7	x	-0.2	-0.3	-2	1	1	-5
> Cc1cccc(NC(=O)c2cc(C)nc3ccccc23)c1
  2	-2.0	1.5	-1.9	-2.8	-9	-7	1	2
> C/C(=N\NC(=O)c1cccc(N/N=C(\C)c2ccc([N+](=O)[O-])cc2)c1)c1ccc([N+](=O)[O-])cc1
  -4	-0.6	0.9	-0.1	-1.6	8	x	0	6
> Cc1cc(C)nc(SCc2cc(=O)c(OC(=O)c3ccco3)co2)n1
  3	1.3	-0.3	2.3	0.0	2	-8	-2	3
